M5 PAM: positive allosteric modulators of human muscarinic M5 receptor. P08912. CHO-K1 hM5, Fluo-8 calcium, ACh EC20 PAM; 0% = ACh EC20, 100% = ACh EC100. activation, % at 3 µM. 360,000 compounds, 0.3% hits. AID 624038;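 active = activation above the run cutoff, the mean activation of all test compounds plus 3 SD, cut at about 18% in these data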
Target sequence (P08912 whole entry, looked up): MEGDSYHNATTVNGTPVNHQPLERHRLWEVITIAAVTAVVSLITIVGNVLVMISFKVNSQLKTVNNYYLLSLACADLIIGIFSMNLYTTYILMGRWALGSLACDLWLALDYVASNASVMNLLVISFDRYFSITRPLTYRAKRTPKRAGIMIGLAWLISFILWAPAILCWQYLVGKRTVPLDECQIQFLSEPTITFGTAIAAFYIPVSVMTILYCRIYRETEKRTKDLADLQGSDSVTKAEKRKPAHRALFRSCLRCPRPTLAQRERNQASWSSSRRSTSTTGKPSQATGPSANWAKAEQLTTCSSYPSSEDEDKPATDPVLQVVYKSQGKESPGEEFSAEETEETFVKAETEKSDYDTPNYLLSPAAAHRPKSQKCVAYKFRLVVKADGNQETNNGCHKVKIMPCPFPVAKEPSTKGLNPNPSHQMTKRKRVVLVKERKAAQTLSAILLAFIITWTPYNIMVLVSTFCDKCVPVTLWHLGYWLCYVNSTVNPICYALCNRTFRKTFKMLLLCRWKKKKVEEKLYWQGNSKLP
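Measured by: Fluo-8 calcium fluorescence; material: human M5 receptor in CHO-K1 cells; schedule: Post-acetylcholine fluorescence recording 140 s; benchmarks: low control EC20 acetylcholine (0%), high control EC100 acetylcholine (100%); read-out: Max/basal fluorescence ratio as % of EC20–EC100 ACh window; compound: single dose, 3 µM nominal final test concentration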
CHRM5 antagonist: CHRM5 antagonism in calcium assay; CHO-hM5 cells, Fluo-8 calcium fluorescence, ACh EC80; 360,000 compounds, 0.59% hits; AID 624040; inhibition, % at 3 µM;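 active = inhibition above a per-plate cutoff, the mean of that plate's test compounds plus 3 SD, cut at about 27% in these data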;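 note: 0% = acetylcholine EC80 with DMSO and 100% = DMSO without agonist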
M4 ag: CHRM4 agonism in calcium assay; CHO-K1 hM4/Gqi5, Fluo-8 calcium fluorescence; vehicle 0%, full acetylcholine response 100%; activation, % at 3 µM; P08173; AID 624127; 360,000 compounds, 0.14% hits;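 active = activation above the run mean over all test wells plus 3 SD, cut at about 32% in these data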;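 note: peak over basal fluorescence ratio per well then scaled between controls; 0% = DMSO wells and 100% = acetylcholine at EC100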
Target sequence (P08173 whole entry, looked up): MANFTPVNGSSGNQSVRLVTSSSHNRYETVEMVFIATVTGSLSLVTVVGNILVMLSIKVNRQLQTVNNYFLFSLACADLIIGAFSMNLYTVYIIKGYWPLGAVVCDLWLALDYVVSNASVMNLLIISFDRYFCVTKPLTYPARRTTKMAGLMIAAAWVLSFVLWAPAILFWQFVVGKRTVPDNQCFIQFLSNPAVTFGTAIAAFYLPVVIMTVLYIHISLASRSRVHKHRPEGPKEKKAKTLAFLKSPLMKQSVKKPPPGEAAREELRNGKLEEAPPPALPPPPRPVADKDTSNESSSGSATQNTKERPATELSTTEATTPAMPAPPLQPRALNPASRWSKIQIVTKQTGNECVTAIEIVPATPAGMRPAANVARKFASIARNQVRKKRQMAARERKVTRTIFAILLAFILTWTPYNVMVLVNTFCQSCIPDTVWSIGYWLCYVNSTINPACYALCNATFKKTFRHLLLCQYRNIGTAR
CRFBP-R2 block: CRF-BP/CRF-R2 complex antagonism | HEK293 CRF-R2/CRF-BP, CRF-induced calcium fluorescence | inhibition, % at 11.8 µM | 350,000 compounds, 0.59% hits;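 active = inhibition of the ligand-induced calcium signal above about 50% at the single tested concentration, limit read from the data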
CHRM5 agonist: CHRM5 agonism in calcium assay. P08912. CHO-K1 hM5 cells, Fluo-8 calcium fluorescence; 0% DMSO wells, 100% maximal acetylcholine response. activation, % at 3 µM. 360,000 compounds, 0.19% hits;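 active = activation above the run's mean over test compounds plus 3 SD, cut at about 23% in these data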;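 note: signal is peak over basal fluorescence ratio across the kinetic read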
M4 antag: antagonists of human muscarinic M4 receptor (CHRM4); 360,000 compounds, 0.73% hits; AID 624125; inhibition, % at 3 µM; CHO-hM4 cells, ACh EC80, Fluo-8 calcium fluorescence;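 active = inhibition above its plate's cutoff, the mean inhibition of sample wells plus 3 SD, cut at about 27% in these data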;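 note: 0% = acetylcholine EC80 with DMSO and 100% = DMSO without agonist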
M1 PAM: human CHRM1 positive allosteric modulation | P11229 | CHO-K1 hM1, Fluo-8 calcium fluorescence, ACh EC20; 0% = ACh EC20, 100% = maximal ACh | activation, % at 3 µM | 360,000 compounds, 0.088% hits | AID 588819; in the data active = activation above about 19%, passing the limit was not always enough
CRFR2-BP ag: CRF-BP/CRF-R2 complex agonism | HEK293 CRF-R2/CRF-BP, calcium dye fluorescence (FLIPR); percent of saturating CRF peptide response | activation, % at 13.2 µM | 350,000 compounds, 0.46% hits | AID 588473;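 active = activation of at least 50%, plus an integration ratio under a set limit after plate pattern correction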;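 note: plate controls were neutral control wells without compound for no effect and CRF at EC100 for full effect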
M4 PAM: potentiates acetylcholine response at human M4 receptor; 360,000 compounds, 0.4% hits; P08173; activation, % at 3 µM; CHO-K1 hM4/Gqi5, Fluo-8 calcium fluorescence, ACh EC20; 0% = ACh EC20, 100% = maximal ACh;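 active = activation above its plate's cutoff, the mean activation of sample wells plus 3 SD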; note: some results filed as inactive read as strong as hits
Starred values were filed as active, the others as inactive.

Preview:
How did O=C(CCc1nnc(CCCc2ccccc2)o1)NCC(F)(F)F do in these assays?
M5 PAM: 14; CHRM5 antagonist: -7; M4 ag: 2; CRFBP-R2 block: -7; CHRM5 agonist: 2; M4 antag: -3; M1 PAM: 9; CRFR2-BP ag: 1.2; M4 PAM: 14

How did C=CCOC(=O)C1=C[C@H](c2cn(C(C)=O)c3ccccc23)C[C@H](OCCCCO)O1 do in these assays?
M5 PAM: 0; CHRM5 antagonist: 4; M4 ag: 2; CRFBP-R2 block: -4; CHRM5 agonist: 9; M4 antag: -4; M1 PAM: -1; CRFR2-BP ag: 0.6; M4 PAM: 2

Results, previewed entries included:
How did O=C(CCc1nnc(CCCc2ccccc2)o1)NCC(F)(F)F do in these assays?
M5 PAM: 14; CHRM5 antagonist: -7; M4 ag: 2; CRFBP-R2 block: -7; CHRM5 agonist: 2; M4 antag: -3; M1 PAM: 9; CRFR2-BP ag: 1.2; M4 PAM: 14

How did C=CCOC(=O)C1=C[C@H](c2cn(C(C)=O)c3ccccc23)C[C@H](OCCCCO)O1 do in these assays?
M5 PAM: 0; CHRM5 antagonist: 4; M4 ag: 2; CRFBP-R2 block: -4; CHRM5 agonist: 9; M4 antag: -4; M1 PAM: -1; CRFR2-BP ag: 0.6; M4 PAM: 2

What do the screens show for `CCCc1nnc2n1N=C(c1ccc(C)cc1)CS2`?
M5 PAM: -2; CHRM5 antagonist: 6; M4 ag: -1; CRFBP-R2 block: 16; CHRM5 agonist: -7; M4 antag: 5; M1 PAM: 6; CRFR2-BP ag: -1.3; M4 PAM: 3

Results for O=c1c2[nH]cnc2n(-c2ccc(F)cc2)c(=O)n1Cc1ccccc1 ?
M5 PAM: 0; CHRM5 antagonist: 7; M4 ag: 0; CRFBP-R2 block: 13; CHRM5 agonist: -2; M4 antag: -4; M1 PAM: 14; CRFR2-BP ag: 1.9; M4 PAM: 6

What do the screens show for `Cc1ccccc1NC(=O)c1nn(C)c2c1CS(=O)(=O)c1ccccc1-2`?
M5 PAM: -5; CHRM5 antagonist: 8; M4 ag: 3; CRFBP-R2 block: -10; CHRM5 agonist: -6; M4 antag: 4; M1 PAM: 5; CRFR2-BP ag: -0.6; M4 PAM: -3

Results for Cc1cccc(CS(=O)(=O)Cc2ccc(C(=O)NCC3CCCO3)o2)c1 (configuration not stated) ?
M5 PAM: -2; CHRM5 antagonist: -2; M4 ag: 1; CRFBP-R2 block: 17; CHRM5 agonist: 1; M4 antag: -2; M1 PAM: 5; CRFR2-BP ag: -3.9; M4 PAM: 17

How did COCCN(C(=O)COC(=O)/C=C/c1ccc(C)o1)c1c(N)n(Cc2ccccc2)c(=O)[nH]c1=O do in these assays?
M5 PAM: -1; CHRM5 antagonist: -9; M4 ag: 1; CRFBP-R2 block: 2; CHRM5 agonist: -2; M4 antag: -14; M1 PAM: 0; CRFR2-BP ag: 1.7; M4 PAM: 9

How did COc1ccc(NC(=O)c2ccc(-n3cnnn3)cc2)c([N+](=O)[O-])c1 do in these assays?
M5 PAM: 3; CHRM5 antagonist: -3; M4 ag: 2; CRFBP-R2 block: -5; CHRM5 agonist: -5; M4 antag: -31; M1 PAM: 6; CRFR2-BP ag: 2.0; M4 PAM: 10

Results for CCCCCCSc1nsc(NC(=O)CC(C)C)n1 ?
M5 PAM: -4; CHRM5 antagonist: 3; M4 ag: 0; CRFBP-R2 block: -53; CHRM5 agonist: -5; M4 antag: -8; M1 PAM: -9; CRFR2-BP ag: 1.5; M4 PAM: -5

How did COc1ccc2oc(-c3ccccc3)c(C(N)=O)c2c1 do in these assays?
M5 PAM: 3; CHRM5 antagonist: -15; M4 ag: 2; CRFBP-R2 block: 13; CHRM5 agonist: -4; M4 antag: -17; M1 PAM: 1; CRFR2-BP ag: -0.5; M4 PAM: 12

How did CC1(C(=O)NS(=O)(=O)c2cccc(F)c2)CCN1C(=O)c1ccccc1CCc1ccccc1 (configuration not stated) do in these assays?
M5 PAM: -4; CHRM5 antagonist: 1; M4 ag: 2; CHRM5 agonist: 0; M4 antag: -33; M1 PAM: 0; M4 PAM: 14

Results for NC(=O)COC(=O)/C=C/c1ccc2ccccc2n1 ?
M5 PAM: 3; CHRM5 antagonist: 6; M4 ag: 0; CRFBP-R2 block: 10; CHRM5 agonist: 2; M4 antag: 0; M1 PAM: 10; CRFR2-BP ag: -5.1; M4 PAM: -3

How did Cc1cccc(NC(=O)CN2NS(=O)(=O)c3ccccc3C2=O)c1 do in these assays?
M5 PAM: -3; CHRM5 antagonist: 0; M4 ag: 5; CRFBP-R2 block: -12; CHRM5 agonist: -3; M4 antag: 4; M1 PAM: 9; CRFR2-BP ag: 0.5; M4 PAM: 28

Results for CN1/C(=C\C(=O)c2cccnc2Cl)C(C)(C)c2ccccc21 ?
M5 PAM: -5; CHRM5 antagonist: 5; M4 ag: 4; CRFBP-R2 block: -32; CHRM5 agonist: -2; M4 antag: -3; M1 PAM: 2; CRFR2-BP ag: 2.3; M4 PAM: 8

Results for O=C(Nc1nnc(C(F)(F)F)s1)C1COc2ccccc2O1 (configuration not stated) ?
M5 PAM: -25; CHRM5 antagonist: -3; M4 ag: 10; CRFBP-R2 block: 28; CHRM5 agonist: 8; M4 antag: -1; M1 PAM: -7; CRFR2-BP ag: 38; M4 PAM: -7

The last two entries of the section above open the next one.
Results for CN1/C(=C\C(=O)c2cccnc2Cl)C(C)(C)c2ccccc21 ?
M5 PAM: -5; CHRM5 antagonist: 5; M4 ag: 4; CRFBP-R2 block: -32; CHRM5 agonist: -2; M4 antag: -3; M1 PAM: 2; CRFR2-BP ag: 2.3; M4 PAM: 8

Results for O=C(Nc1nnc(C(F)(F)F)s1)C1COc2ccccc2O1 (configuration not stated) ?
M5 PAM: -25; CHRM5 antagonist: -3; M4 ag: 10; CRFBP-R2 block: 28; CHRM5 agonist: 8; M4 antag: -1; M1 PAM: -7; CRFR2-BP ag: 38; M4 PAM: -7

Results for CN1CCN(C(=O)c2ccc3c(=O)n(-c4ccc(F)cc4)c(=S)[nH]c3c2)CC1 ?
M5 PAM: 4; CHRM5 antagonist: 1; M4 ag: 2; CRFBP-R2 block: 7; CHRM5 agonist: -1; M4 antag: -12; M1 PAM: 8; CRFR2-BP ag: 5.6; M4 PAM: 4

Results for Cc1ccccc1OCC(=O)N=Nc1c(O)n(C)c2ccccc12 ?
M5 PAM: -6; CHRM5 antagonist: 3; M4 ag: 2; CRFBP-R2 block: -16; CHRM5 agonist: 0; M4 antag: -4; M1 PAM: 0; CRFR2-BP ag: 0.0; M4 PAM: 4

How did CCCN1CCN(CCCNC(=O)C(CC)n2nc(C)c3sc4ccccc4c3c2=O)CC1 (configuration not stated) do in these assays?
M5 PAM: -8; CHRM5 antagonist: 10; M4 ag: -1; CRFBP-R2 block: 3; CHRM5 agonist: -8; M4 antag: 0; M1 PAM: -2; CRFR2-BP ag: -1.2; M4 PAM: -1

How did Cc1ccc(S(=O)(=O)N[C@H](C(=O)N2CCC(C(=O)NCC(=O)O)CC2)C(C)C)cc1 do in these assays?
M5 PAM: 3; CHRM5 antagonist: 0; M4 ag: 1; CRFBP-R2 block: 3; CHRM5 agonist: 3; M4 antag: -1; M1 PAM: 8; CRFR2-BP ag: -5.7; M4 PAM: 9

What do the screens show for `CCOC(=O)c1c(-c2ccc(OC)cc2)oc2ccc(O)cc12`?
M5 PAM: -14; CHRM5 antagonist: 17; M4 ag: 11; CRFBP-R2 block: 2; CHRM5 agonist: -3; M4 antag: 12; M1 PAM: -4; CRFR2-BP ag: -0.1; M4 PAM: -9

How did O=C(CN1CCN(C(=O)c2c(F)cccc2F)CC1)Nc1ccccc1F do in these assays?
M5 PAM: 3; CHRM5 antagonist: -6; M4 ag: 1; CRFBP-R2 block: -25; CHRM5 agonist: 2; M4 antag: -2; M1 PAM: 8; CRFR2-BP ag: 7.5; M4 PAM: 23

Results for COc1ccc(-n2c(CN3CCC(C(N)=O)CC3)nc3ccc([N+](=O)[O-])cc3c2=O)c(OC)c1 ?
M5 PAM: -8; CHRM5 antagonist: 5; M4 ag: 2; CRFBP-R2 block: 18; CHRM5 agonist: -1; M4 antag: 4; M1 PAM: -10; CRFR2-BP ag: -3.3; M4 PAM: -9

Results for CN1c2ccccc2C(C)(C)C12CCCC(=O)N2 (configuration not stated) ?
M5 PAM: -2; CHRM5 antagonist: 0; M4 ag: 2; CRFBP-R2 block: 12; CHRM5 agonist: 1; M4 antag: -18; M1 PAM: 9; CRFR2-BP ag: -0.1; M4 PAM: 9

How did COc1ccc(NC(=O)CCCNC(=O)Cn2cnc3sc(C)c(C)c3c2=O)c(OC)c1 do in these assays?
M5 PAM: 2; CHRM5 antagonist: 2; M4 ag: 2; CRFBP-R2 block: -4; CHRM5 agonist: -3; M4 antag: 16; M1 PAM: -9; CRFR2-BP ag: 0.0; M4 PAM: -18

Results for CN(C)CCSc1nc(-c2ccccc2)nc2c1COC(C)(C)C2 ?
M5 PAM: -5; CHRM5 antagonist: 0; M4 ag: 1; CRFBP-R2 block: -15; CHRM5 agonist: -2; M4 antag: 14; M1 PAM: -2; CRFR2-BP ag: 0.0; M4 PAM: -10

How did COc1ccc(CCn2c(SCCN3CCCCC3)nc3ccccc3c2=O)cc1OC do in these assays?
M5 PAM: -4; CHRM5 antagonist: 0; M4 ag: 9; CRFBP-R2 block: 2; CHRM5 agonist: -6; M4 antag: -2; M1 PAM: -3; CRFR2-BP ag: -0.9; M4 PAM: -14

What do the screens show for `O=C(c1ccc2c(=O)n3c(nc2c1)CCCCC3)N1CCc2ccccc21`?
M5 PAM: 1; CHRM5 antagonist: 3; M4 ag: 0; CRFBP-R2 block: 11; CHRM5 agonist: -4; M4 antag: 2; M1 PAM: -2; CRFR2-BP ag: -1.2; M4 PAM: -5

What do the screens show for `COc1ccccc1NS(=O)(=O)c1ccc(C(=O)N2CCCC(C)C2)cc1` (configuration not stated)?
M5 PAM: -5; CHRM5 antagonist: 0; M4 ag: 8; CRFBP-R2 block: -11; CHRM5 agonist: 8; M4 antag: 0; M1 PAM: -2; CRFR2-BP ag: 3.9; M4 PAM: -1

How did CN(Cc1cccc(F)c1)C(=O)c1ccc(S(=O)(=O)N2CCOCC2)cc1 do in these assays?
M5 PAM: -1; CHRM5 antagonist: -4; M4 ag: 5; CRFBP-R2 block: 20; CHRM5 agonist: 7; M4 antag: -4; M1 PAM: 7; CRFR2-BP ag: -3.0; M4 PAM: 7

How did COc1ccc(S(=O)(=O)N2CCCCC2)cc1NC(=O)Cn1cnc2c1c(=O)n(C)c(=O)n2C do in these assays?
M5 PAM: 0; CHRM5 antagonist: 15; M4 ag: 4; CRFBP-R2 block: 4; CHRM5 agonist: 1; M4 antag: -6; M1 PAM: 7; CRFR2-BP ag: -0.6; M4 PAM: 3

How did COc1ccc(Cc2nnc(SCc3c(C)noc3C)n2C2CCCCC2)cc1OC do in these assays?
M5 PAM: -3; CHRM5 antagonist: 9; M4 ag: 1; CRFBP-R2 block: 1; CHRM5 agonist: -2; M4 antag: -8; M1 PAM: 19; CRFR2-BP ag: -4.5; M4 PAM: 0

What do the screens show for `CCN(Cc1ccccc1)C(=O)Cn1cc(S(=O)(=O)NC)c(S(=O)(=O)NC)c1`?
M5 PAM: -1; CHRM5 antagonist: 13; M4 ag: 0; CRFBP-R2 block: -9; CHRM5 agonist: -2; M4 antag: 14; M1 PAM: 8; CRFR2-BP ag: -1.7; M4 PAM: -2

Source: PubChem (several laboratories)
